Assay outcomes: PubChem BioAssay, several laboratories
Rev-erbA mod: modulators of human Rev-erb alpha DNA binding; Rev-erbα–FITC-DNA binding, fluorescence polarization, 90 min; 370,000 tested, 0.79% active; activity, % at 10 µM; P20393;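 active means activity above about 14%, limit read from the data; passing the limit was not always enough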;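 further: 0% = DMSO wells with 35 nM protein and 100% = DMSO wells with 750 nM protein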
TDP2 absorb: TDP2 (human) inhibition, absorbance primary screen; recombinant TDP2, T5PNP hydrolysis, p-nitrophenol absorbance 415 nm; inhibition, % at 12.8 µM; O95551; 370,000 tested, 0.34% active;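 active means inhibition above the mean of all tested compounds plus 3 SD, set per campaign, cut at about 25% in these data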;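 further: 0% = DMSO with enzyme and 100% = buffer with substrate but no TDP2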
Target sequence (O95551 whole entry, looked up): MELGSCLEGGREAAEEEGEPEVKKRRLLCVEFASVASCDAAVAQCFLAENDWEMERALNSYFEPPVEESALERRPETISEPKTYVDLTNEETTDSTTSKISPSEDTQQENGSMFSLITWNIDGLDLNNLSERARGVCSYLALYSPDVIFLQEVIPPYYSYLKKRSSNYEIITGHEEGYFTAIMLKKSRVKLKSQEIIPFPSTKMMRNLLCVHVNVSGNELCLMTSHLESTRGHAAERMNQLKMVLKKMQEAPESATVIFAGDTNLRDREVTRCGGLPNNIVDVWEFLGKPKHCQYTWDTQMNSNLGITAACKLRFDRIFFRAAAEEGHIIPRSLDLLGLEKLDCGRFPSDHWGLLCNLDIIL
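Assay system: recombinant human TDP2 / Reagent: T5PNP substrate at 5 mM, a TopII-DNA adduct mimic / Measured by: epi absorbance from released p-nitrophenol / Evaluation: % inhibition relative to enzyme-containing and enzyme-free wells / Control set: enzyme-free and DMSO wells / Replicates: each compound tested once, singlicate / Schedule: enzyme reaction with compound for 2 h at 37 °C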
HTRA1 inh: HTRA1 (human) protease inhibition | recombinant HTRA1, FP-rhodamine activity-based probe, fluorescence polarization | inhibition, % at 5.96 µM | 340,000 tested, 0.5% active | AID 504803; in the data active means inhibition above about 36%;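 further: 0% = enzyme with DMSO and 100% = wells lacking enzyme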
Target sequence (Q92743 whole entry, looked up): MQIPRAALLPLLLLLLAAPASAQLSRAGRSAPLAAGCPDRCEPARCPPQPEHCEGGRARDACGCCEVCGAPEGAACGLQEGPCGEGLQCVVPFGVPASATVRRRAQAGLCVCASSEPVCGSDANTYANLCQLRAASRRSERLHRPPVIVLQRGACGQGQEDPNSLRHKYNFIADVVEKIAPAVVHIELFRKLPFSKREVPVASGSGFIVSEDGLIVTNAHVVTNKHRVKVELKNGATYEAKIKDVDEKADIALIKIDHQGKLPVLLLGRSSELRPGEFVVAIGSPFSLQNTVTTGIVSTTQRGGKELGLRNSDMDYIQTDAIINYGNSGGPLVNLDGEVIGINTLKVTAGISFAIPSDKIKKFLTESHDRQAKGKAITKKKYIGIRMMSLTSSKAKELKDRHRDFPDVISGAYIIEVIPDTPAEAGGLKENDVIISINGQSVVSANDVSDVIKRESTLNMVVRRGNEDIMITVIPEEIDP
SIAE primary: blocks human sialic acid acetylesterase; Q9HAT2; SIAE FP-Rh probe binding, fluorescence polarization; inhibition, % at 9.66 µM; 370,000 tested, 0.69% active;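 active means inhibition above a cutoff: mean of compounds within the control limits plus 3 SD of those, cut at about 17% in these data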;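 further: 0% = plate median of compound wells and 100% = probe without SIAE protein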
PG9 Ab binder: small molecules binding HIV-1 gp120 antibody PG9. TR-FRET gp120-PG9 antibody binding. inhibition, % at 6.7 µM. 360,000 tested, 0.43% active. AID 624416; in the data active means inhibition above about 8.5%
TCR-CD3 inh: human TCR-CD3 binding inhibition; TAMRA-labeled TCR probe fluorescence, biochemical; inhibition, % at 9.4 µM; 360,000 tested, 0.37% active; AID 651800; in the data active means inhibition above about 19%;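 further: recombinant mutant TCR 2C K166C tagged with TAMRA read by polarization; 0% = receptor in buffer alone and 100% = receptor with positive control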
rCAG RNA binder: binds r(CAG) RNA repeats; r(CAG) RNA repeat, TO-PRO-1 dye displacement fluorescence; inhibition, % at 3 µM; 370,000 tested, 1.3% active;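 active means inhibition above the plate cutoff, the mean of all test compounds on that plate plus 3 SD, cut at about 35% in these data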;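 further: 0% = DMSO alone and 100% = 100 µM mitoxantrone as full dye displacement; higher means more dye released from RNA so lower well fluorescence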
ABHD4 inh: inhibits mouse alpha/beta hydrolase domain 4; Q8VD66; 370,000 tested, 0.54% active; inhibition, % at 8.92 µM; purified mABHD4, FP-Rh probe fluorescence polarization;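 active means inhibition exceeding the mean over every tested compound plus 3 SD, cut at about 30% in these data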;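 further: 0% = plate median of compound wells and 100% = S159A mutant with DMSO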
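Assay system: wild-type mouse ABHD4 protein; compound: single nominal dose of 8.92 µM, 0.89% DMSO final; schedule: 45 min + 60 min at 25 °C; measured by: FP readout, ex 525 nm / em 598 nm; evaluation: % inhibition of FP-Rh probe binding versus controls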
PRMT1 FP inh: PRMT1 (human) inhibition, primary screen; 370,000 tested, 1.3% active; inhibition, % at 2.79 µM; recombinant PRMT1, activity-based probe fluorescence polarization; Q99873;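 active means inhibition above about 21% made by adding two undisclosed values, limit read from the data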
LEDGF integ inh: blocks HIV-1 LEDGF/p75-dependent DNA integration. AID 743269. TR-FRET IN-LEDGF/p75 DNA integration, Eu/Cy5. 370,000 tested, 0.64% active. inhibition, % at 3.7 µM;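 active means inhibition above the screen-wide mean plus 3 SD, cut at about 13% in these data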;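 further: signal is the Cy5 over europium emission ratio at 671 and 618 nm; 0% = plate median of compound wells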
Active calls of the source: *; / = no result given. An excerpt. The share of hits here may be higher or lower than overall.

no.	SMILES	Rev-erbA mod	TDP2 absorb	HTRA1 inh	SIAE primary	PG9 Ab binder	TCR-CD3 inh	rCAG RNA binder	ABHD4 inh	PRMT1 FP inh	LEDGF integ inh
1	O=C(Nc1ccccc1OC(=O)c1ccc(Cl)cc1)c1ccc(Cl)cc1	2	-9	-5	5	-0.4	-3	2	-2	1	0
2	Cc1ccc(C(=O)CN(C(=O)c2ccc(Cl)c(Cl)c2)N2C(=O)C3C4C=CC(C4)C3C2=O)cc1 (configuration not stated)	1	4	-3	0	1.1	6	-1	5	-1	-2
3	COc1cccc(/C=C/C(=O)OCC(=O)Nc2ccc(N3CCOCC3)cc2)c1OC	-4	3	7	2	-1.9	1	-2	2	-3	3
4	CCOc1ccc2nc(N3C(=O)/C(=C/c4ccc(Cl)cc4)NC3=S)sc2c1	-5	6	-3	-2	1.0	-1	2	10	1	-2
5	COc1ccccc1-c1sc2cc3c(cc2c1-c1ccc2c(c1)OCO2)OCO3	-6	-11	-9	-4	-1.9	5	6	-6	0	-3
6	COc1cc(NC(=O)c2ccccc2)c(OC)cc1Cl	-2	2	-4	8	-0.3	-1	1	-1	-1	0
7	Cc1ccc(-c2nc(NC(=O)CSc3ncn[nH]3)ns2)cc1	-2	-4	0	10	-0.2	6	0	-9	-1	1
8	COc1cc(-c2cc3nc(NCCc4ccncc4)ccn3n2)cc(OC)c1OC	-6	-2	/	-3	1.9	0	3	5	8	-1

Grouped by structure, those above with two or more sulfur atoms
no.	SMILES	Rev-erbA mod	TDP2 absorb	HTRA1 inh	SIAE primary	PG9 Ab binder	TCR-CD3 inh	rCAG RNA binder	ABHD4 inh	PRMT1 FP inh	LEDGF integ inh
4	CCOc1ccc2nc(N3C(=O)/C(=C/c4ccc(Cl)cc4)NC3=S)sc2c1	-5	6	-3	-2	1.0	-1	2	10	1	-2
7	Cc1ccc(-c2nc(NC(=O)CSc3ncn[nH]3)ns2)cc1	-2	-4	0	10	-0.2	6	0	-9	-1	1

Next entries follow:
no.	SMILES	Rev-erbA mod	TDP2 absorb	HTRA1 inh	SIAE primary	PG9 Ab binder	TCR-CD3 inh	rCAG RNA binder	ABHD4 inh	PRMT1 FP inh	LEDGF integ inh
9	CCCn1nc(C(=O)Nc2ccc(N3CCOCC3)cc2)c2ccccc2c1=O	-24	0	6	1	-4.2	2	-1	1	-2	3
10	N#Cc1c(C(F)(F)F)cc(-c2cccs2)nc1SCc1ccc(Cl)nc1	1	-4	-1	-5	1.7	-9	1	0	2	1
11	Cc1cccc(C)c1-n1nnnc1C1c2ccccc2C(=O)N1CCCN1CCOCC1 (configuration not stated)	1	12	/	2	0.7	-2	0	-1	1	-5
12	CC(OC(=O)c1ccc(NC(=O)CC#N)cc1)C(=O)Nc1nc(-c2ccccc2)cs1 (configuration not stated)	1	17	-40	-39	3.7	35*	32	-12	1	2
13	Cc1cccc(C(C)C)c1NC(=O)COC(=O)COc1ccc2c(C)cc(=O)oc2c1	4	7	2	-1	-1.7	7	-3	0	3	1
14	CCOCCCN(C(=O)CCC(=O)Nc1cc(C)on1)C(C(=O)NC(C)(C)C)c1ccccc1Cl (configuration not stated)	-5	6	-1	9	-0.4	-1	-8	-5	-2	2
15	CCn1c(-c2csc(C(C)C)c2)n[nH]c1=S	5	-16	3	-1	-3.2	9	3	-12	4	4
16	COC(=O)C1=CN(Cc2ccc(C)cc2)C=C(C(=O)OC)C1c1cc(OC)c(OC)c(OC)c1	-2	4	0	1	1.2	8	10	-17	-6	5

The final two entries of the section above lead into the next.
no.	SMILES	Rev-erbA mod	TDP2 absorb	HTRA1 inh	SIAE primary	PG9 Ab binder	TCR-CD3 inh	rCAG RNA binder	ABHD4 inh	PRMT1 FP inh	LEDGF integ inh
15	CCn1c(-c2csc(C(C)C)c2)n[nH]c1=S	5	-16	3	-1	-3.2	9	3	-12	4	4
16	COC(=O)C1=CN(Cc2ccc(C)cc2)C=C(C(=O)OC)C1c1cc(OC)c(OC)c(OC)c1	-2	4	0	1	1.2	8	10	-17	-6	5
17	Cc1noc(C)c1COc1ccccc1C(=O)NCc1ccccc1Cl	-1	6	-4	8	3.1	5	-5	0	-1	-2
18	Cn1c(=O)[nH]c(=O)c2c1nc(N1CCCC1)n2CCCSc1nc2ccccc2o1	-1	-5	2	3	0.3	-2	1	1	7	0
19	CCCC(=O)Nc1ccc(C(=O)COC(=O)C2CC2C)cc1 (configuration not stated)	-2	-7	-8	-2	-1.2	1	-1	-15	-4	2
20	NC(=O)CSc1nnc(-c2ccccc2)c(-c2ccccc2)n1	0	9	0	-2	0.6	3	-4	0	2	-1
21	COc1cccc(CN(C)CCCn2cnc(C(=O)Nc3ccc(C)c(C)c3)n2)c1	2	1	16	1	0.0	-4	-3	-1	-2	-2
22	CC[C@@]12C(=O)N(c3cccc(C)c3)C(=O)N1[C@H](c1ccc(Br)cc1)[C@@H]1C(=O)N(C(C)(C)C)C(=O)[C@@H]12	1	-6	-121	2	-1.5	4	1	-1	2	-2
23	CC1(C)Cc2c(cnn2-c2cccc(F)c2)C(NC(=O)CCc2cnccn2)C1 (configuration not stated)	-5	-4	1	-5	-0.6	10	-6	-1	-2	-2
24	COc1ccc(C(CC(=O)N2CCN(c3ccccc3)CC2)c2c(O)cc(OC)cc2OC)cc1 (configuration not stated)	7	5	-14	-3	1.3	3	-3	2	2	0

New compounds follow.
no.	SMILES	Rev-erbA mod	TDP2 absorb	HTRA1 inh	SIAE primary	PG9 Ab binder	TCR-CD3 inh	rCAG RNA binder	ABHD4 inh	PRMT1 FP inh	LEDGF integ inh
25	CCc1nc2ccc(C(=O)N(C)CCN(C)C)cn2c1N(CC)CCOC	-10	9	/	5	-0.9	-4	-2	1	0	-2
26	COCCSc1nnc(-c2cnccn2)o1	-5	-2	-4	13	-1.4	3	2	2	-4	0
27	OC(c1cccc(Cl)c1)c1nc(/C=C/c2ccc(C(F)(F)F)cc2)cs1 (configuration not stated)	8	-3	/	-38	-1.7	4	5	-37	-1	-2
28	CCCCn1c(N)c(N(CC(C)C)C(=O)c2cccc(S(=O)(=O)N3CCCCC3)c2)c(=O)[nH]c1=O	1	-6	4	-1	0.7	-7	3	-5	3	-3
29	NC(=O)CN1C(=O)C(=O)N(Cc2ccccc2)C1=O	6	-11	-2	0	0.7	-1	-4	1	-2	-3
30	COc1ccc(-c2nn(Cc3ccccc3)cc2C(=O)N2CCN(c3ncccn3)CC2)cc1OC	-5	-10	-7	-5	-0.9	-6	2	-5	-3	4
31	C=C(C)CNC(=S)N/N=C(\C)c1ccc(Cl)s1	9	5	-10	9	-0.5	-3	3	7	2	-1
32	COc1ccc2c(c1)c(C)cc[n+]2Cc1ccccc1	2	-9	7	6	-0.7	2	6	2	0	-1

Later entries.
no.	SMILES	Rev-erbA mod	TDP2 absorb	HTRA1 inh	SIAE primary	PG9 Ab binder	TCR-CD3 inh	rCAG RNA binder	ABHD4 inh	PRMT1 FP inh	LEDGF integ inh
33	CC(C)C(=O)NC(=S)Nc1ccc(S(=O)(=O)NC(C)(C)C)cc1	1	-3	-11	-1	1.3	-5	-6	-4	2	-1
34	O=C(CN(c1ccccn1)S(=O)(=O)c1ccccc1)N/N=C/c1cccc([N+](=O)[O-])c1	1	7	8	0	0.8	6	-4	-6	-3	0
35	O=C1c2ccccc2C(Nc2ccc3c(c2)OCCO3)N1Cc1ccco1 (configuration not stated)	-1	8	3	5	0.5	0	0	4	4	3
36	COc1ccccc1C(=O)NC(=S)Nc1ccccc1N1CCCC1	2	-23	-8	-5	-4.5	2	8	10	12	0
37	CC(=O)C1CCC2C3CCC4=CC(=O)C=CC4(C)C3C(=O)CC12C (configuration not stated)	-1	-1	4	-8	2.9	-2	-1	-13	8	-2
38	Cc1ccccc1C(=O)NCC(c1ccco1)N1CCc2ccccc2C1 (configuration not stated)	-1	19	-3	5	-1.3	3	-4	0	-2	1
39	CC(=O)Nc1cccc(/C(C)=N/NC(=S)NC(C)C)c1	4	3	6	3	0.1	-10	-2	-1	0	2
40	COc1ccc(N2CCN(C(=O)CN(C)S(=O)(=O)c3cccs3)CC2)cc1	2	13	5	14	-2.3	1	0	2	-4	0

(continued)
no.	SMILES	Rev-erbA mod	TDP2 absorb	HTRA1 inh	SIAE primary	PG9 Ab binder	TCR-CD3 inh	rCAG RNA binder	ABHD4 inh	PRMT1 FP inh	LEDGF integ inh
41	CCC1(c2ccccc2)NC(=O)N(CC(=O)Nc2ccc(N3CCOCC3)cc2)C1=O (configuration not stated)	-2	-3	10	14	-1.0	8	1	0	-3	-2
42	COc1ccccc1/C=C1\SC(=O)N(CCC(=O)N(C)C2CCS(=O)(=O)C2)C1=O (configuration not stated)	0	4	15	3	-1.1	5	0	4	0	-1
43	CN(C)/C=C1\C(=O)N(c2ccc([N+](=O)[O-])cc2)N=C1c1ccccc1	0	-6	3	2	-2.9	4	25	5	4	-1
44	CCn1ncc(C(=O)Nc2ccc(S(=O)(=O)N3CCCC3)cc2)c1C	1	0	-2	2	1.4	9	-3	-1	-2	0
45	COc1cccc(NC(=O)C2CSC3(C)CCC(=O)N23)c1 (configuration not stated)	0	-5	1	-11	-0.8	7	1	-6	0	0
46	CCC(C)NC(=O)c1ccc(N2CCC3(CC2)OCCO3)c([N+](=O)[O-])c1 (configuration not stated)	-2	-1	1	2	0.6	0	-4	-4	-2	-4
47	N#Cc1ccc(C(=O)NCC2CCN(C(=O)C(=O)c3cccs3)CC2)cc1	2	5	/	-4	1.7	-4	4	-2	2	-4
48	CN(C(=O)c1ccncc1)c1ccccc1	3	11	3	-2	-2.2	4	1	1	2	-2

(continued)
no.	SMILES	Rev-erbA mod	TDP2 absorb	HTRA1 inh	SIAE primary	PG9 Ab binder	TCR-CD3 inh	rCAG RNA binder	ABHD4 inh	PRMT1 FP inh	LEDGF integ inh
49	O=C(CCNS(=O)(=O)c1ccc(Cl)cc1)NCc1ccccn1	-4	9	5	1	1.1	10	-4	0	-2	-1
50	Cc1cnc(C)c(N2CCN(Cc3nc(-c4ccc(C)o4)oc3C)CC2)n1	-1	0	-17	0	1.4	7	-6	-2	0	-5
51	CSCC[C@H](NC(=O)Nc1ccc(S(N)(=O)=O)cc1)C(=O)O	-1	6	7	1	-0.2	1	-1	-6	0	-3
52	Cc1ccc(NS(=O)(=O)c2cc(C(=O)N3CCN(C)CC3)ccc2C)cc1C	-6	-1	-1	1	-1.1	3	-5	-1	0	2
53	CC(C)CN(C(=O)CSc1nc2ccccc2c(=O)n1C)C1CCS(=O)(=O)C1 (configuration not stated)	12	-5	3	-2	0.3	3	-1	7	1	2
54	Cc1cc(C)n(-c2ccc(C(=O)OCC(=O)NC(c3ccccc3)c3ccccc3)cc2)n1	6	-1	-1	7	-0.1	10	-3	7	-3	3
